# Screens: PubChem, National Center for Advancing Translational Sciences (NCATS)
# Giardia FBPA inh = blocks Giardia fructose-bisphosphate aldolase activity; A8B2U2; purified Giardia FBPA; Potency, µM (doses to about 59.6 µM), for inactives: top-dose activity, negative = inhibition, most hits filed as inhibitors; actives 0.71% (n = 290,000); AID 2451; note: potency is the fitted concentration of half-maximal effect; nearly all actives have a fitted effect of over 55% in size
# Target sequence (A8B2U2 whole entry, looked up): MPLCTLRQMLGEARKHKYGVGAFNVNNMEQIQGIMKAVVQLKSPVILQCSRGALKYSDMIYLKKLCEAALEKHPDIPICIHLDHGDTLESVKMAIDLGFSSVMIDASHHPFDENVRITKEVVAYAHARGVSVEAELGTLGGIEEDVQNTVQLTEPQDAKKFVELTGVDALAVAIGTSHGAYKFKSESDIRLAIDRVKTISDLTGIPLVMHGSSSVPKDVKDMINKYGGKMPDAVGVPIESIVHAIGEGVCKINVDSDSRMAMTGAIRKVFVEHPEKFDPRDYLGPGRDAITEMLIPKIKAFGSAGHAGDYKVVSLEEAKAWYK
#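 Giardia FBPA (40 nM reagent) was preincubated 10 min at RT with compound (up to 57.5 uM final), then substrate plus GAPDH/TPI/NAD/arsenate coupling system with diaphorase/resazurin was added; resorufin fluorescence (525/598 nm) was read after 20 min.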
# AmpC detergent = AmpC beta-lactamase inhibition with detergent present; AmpC hydrolysis of nitrocefin, absorbance 480 nm, 0.01% Triton; Potency, µM (titrated, usually from 114 µM), for the others: top-dose activity change, negative = inhibition, most hits filed as inhibitors; actives 0.041% (n = 370,000); AID 485294;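 note: potency is the fitted concentration of half-maximal effect; 0% = no-compound wells and -100% = no-enzyme wells; nearly all actives have a fitted effect of over 25% in size; some results filed as inactive show a strong effect at the top dose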
# Target sequence (P00811 whole entry, looked up): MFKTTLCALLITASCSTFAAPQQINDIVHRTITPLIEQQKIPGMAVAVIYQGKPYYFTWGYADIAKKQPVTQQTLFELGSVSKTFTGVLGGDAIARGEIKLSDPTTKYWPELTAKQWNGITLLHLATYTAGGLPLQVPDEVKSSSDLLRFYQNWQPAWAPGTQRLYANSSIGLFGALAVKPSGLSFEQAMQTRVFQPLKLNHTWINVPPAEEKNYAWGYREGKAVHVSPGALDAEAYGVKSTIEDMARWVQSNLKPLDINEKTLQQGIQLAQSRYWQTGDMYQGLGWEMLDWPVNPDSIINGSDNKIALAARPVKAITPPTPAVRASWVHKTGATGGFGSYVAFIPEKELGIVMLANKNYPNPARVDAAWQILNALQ
#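 20 mM phosphate pH 7.0 + 0.01% (detergent screen) or 0.0001% Triton X-100; 5.3 nM AmpC reagent; cpd preinc 15 min RT; nitrocefin (800 uM stock) to start; A480 q20 s × 4 min; Activity was normalised to no-enzyme and no-compound control wells.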
# HCV inhibitor = HCV inhibition; Huh7.5.1 HCVcc-Cre infection, luciferase reporter, 44 h; actives 3.4% (n = 340,000); Potency, µM (titrated, usually from 41.8 µM), inactives show at the highest dose activity change, negative = inhibition, most hits filed as inhibitors; AID 651820; note: potency is the fitted concentration of half-maximal effect
#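 A cell-based infection assay in which seeded cells (1,000 per well) receive test compound after 4 h, are inoculated with HCVcc-Cre at approximately 0.5 moi, and are incubated 44 h before luminescence detection.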
# HCMV antiviral = human cytomegalovirus inhibition; HFF cells, HCMV-luciferase reporter, 72 h; hits give low values; activity change, negative = inhibition, % at 57.5 µM; actives 4.5% (n = 410,000); AID 1259415; in the data active = activity change below about -60%; inconclusive = no clear call, values can overlap the other calls; inactive = above about -39%
#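 Two-dose cell screen: HFF monolayers treated with compounds and infected with luciferase-expressing HCMV at 1 PFU/cell, 72 h at 37C, then lysed for luciferase measurement.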
# Sm TGR block = S. mansoni TGR enzyme inhibition; purified TGR, DTNB reduction, TNB absorbance 405 nm; Potency, µM (series often up to 114 µM), inactives show at the highest dose activity change, negative = inhibition, actives largely listed as inhibitors; actives 3% (n = 360,000); Q962Y6; note: potency is the fitted concentration of half-maximal effect; nearly all actives have a fitted effect of over 60% in size
#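 First, TGR (20 nM dispensed) and NADPH were mixed with compound. Second, a 15 min room-temperature incubation followed. Third, further NADPH and then DTNB were added to start the reaction. Finally, TNB absorbance was monitored kinetically.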
# AMA1 RON2 block = inhibitors of Plasmodium falciparum AMA1-RON2 interaction; AID 720542; AlphaScreen AMA1-biotinylated RON2 peptide binding; actives 0.2% (n = 360,000); Potency, µM (series often up to 58.2 µM), inactives show at the highest dose activity change, negative = inhibition, actives largely listed as inhibitors;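 note: potency is the fitted concentration of half-maximal effect; 0% = vehicle wells and -100% = peptide control; nearly all actives have a fitted effect of over 45% in size; some results filed as inactive show a strong effect at the top dose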
#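 AMA1 (3D7) with his tag at 25 nM final met compounds first, then biotinylated RON2 peptide at 25 nM; detection used donor plus acceptor beads, 10 µg/mL apiece, read by AlphaScreen after 30 min at room temperature.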
# * = called active by the depositor; ? = inconclusive; . = no result given; [ ] = remark or other dose. Unless noted, calls come from the whole dose curve; as a rule, active = well fitted curve in the direction sought with a large enough effect; inconclusive = small, poorly fitted or top-dose-only effect, or another doubt; inactive = no such curve, though single readings can be large; an effect the other way counts as inactive or inconclusive. Unless noted, % is set by controls: 0 for no effect and ±100 for the full control effect.
SMILES	Giardia FBPA inh	AmpC detergent	HCV inhibitor	HCMV antiviral	Sm TGR block	AMA1 RON2 block
CCc1nnc(NC(=O)c2n[nH]c(=O)c3ccccc23)s1	-5%	-4%	23%	-15	-3%	30%
C=CCN(C(=O)c1csnn1)C(C(=O)NCc1ccc(F)cc1)c1cccs1 (stereo unspecified)	4%	-8%	0%	6	-14%	-10%
Cc1ccc(NC(=S)Nc2cc(C(=O)O)ccc2N2CC3CC(C2)c2cccc(=O)n2C3)cc1C (stereo unspecified)	-6%	4%	?	?	1%	52%
O=C(CCc1c[nH]c2ccccc12)N/N=C/c1ccc2c(c1)OCO2	-2%	-2%	13µM*	-14	.	-23%
O=C(NC(CC(=O)N1CCN(c2ccccc2O)CC1)c1ccccc1)c1ccccc1Cl (stereo unspecified)	.	0%	?	70	5%	32%[activator]
O=C(COc1ccc([N+](=O)[O-])cc1)NNC(=O)c1cccnc1	-6%	-2%	-5%	23	5%	16%
COc1ccc(C2N(S(=O)(=O)c3ccc(C)cc3)CCN2S(=O)(=O)c2ccc(C)cc2)cc1	0%	4%	-10%	-20	3%	-10%
Cc1cccc(C)c1NC(=O)CN(C)C(=O)Cc1cccc(C(F)(F)F)c1	11%	-6%	-2%	-20	2%	6%
CC(Sc1ccc(Cl)cc1)C(=O)NNC(=O)c1ccncc1 (stereo unspecified)	.	-13%	9%	-3	-2%	101%[activator]
Cc1ccc(C)c(N2C(=O)CC(Cc3ccc(Br)cc3)C2=O)c1 (stereo unspecified)	8%	?	3%	-5	5%	-20%
COC(=O)C1CCN(C(=O)COC(=O)CCc2nc3ccccc3c(=O)[nH]2)CC1	8%	-12%	2%	-8	0%	-6%
N#C/C(=N\Nc1ccccc1F)c1nc(-c2ccccc2)cs1	-1%	8%	?	-10	4%	-5%
O=C(CCCCCn1c(=S)[nH]c2ccc(N3CCOCC3)cc2c1=O)NCc1ccc2c(c1)OCO2	4%	0%	?	0	-1%	42%[activator]
CCN1CCN(Cc2ccccc2NC(=O)Nc2ccc(C)cc2)CC1	4%	-1%	16%	57	-15%	1%
CCOC(=O)c1ccc(NC(=S)NC2CC(C)(C)NC(C)(C)C2)cc1	1%	-14%	-32%	-38	-28%	-6%
Cc1ccc(C(=O)NC(=S)NNC(=O)c2ccccc2[N+](=O)[O-])cc1	?	-12%	-17%	120	1%	20%
O=C1CCC(C(=O)Nc2ccccc2)N1 (stereo unspecified)	6%	-6%	7%	4	2%	1%
COc1ccc(NC(=S)N(CCCN2CCCC2)Cc2cccn2Cc2ccc(Cl)cc2)cc1Cl	-16%	-3%	?	-79*	-13%	-29%
Cc1cc(N2CCN(C)CC2)nc2ccc(NC(=O)Nc3ccc(Cl)cc3)cc12	.	17%	.	11	4%	.
CCOCCCNC(=O)C(NC(=O)c1ccccc1O)c1ccc(Cl)cc1 (stereo unspecified)	-4%	?	?	.	18%	11%
COc1ccc(S(=O)(=O)NCC2CCC(C(=O)NCc3cccnc3)CC2)cc1 (stereo unspecified)	9%	-9%	2%	-14	-2%	2%
CCOCCCNC(=S)NCCNc1nc2ccc(C)cc2cc1C#N	-4%	-4%	?	32	-11%	19%
N#Cc1c(-c2ccccc2)nc2n(c1=O)CCS2	2%	-5%	-4%	22	0%	-1%
COC(=O)c1ccc2c(=O)n(CCCCCC(=O)NCCc3ccc(Cl)cc3)c(=O)[nH]c2c1	.	-2%	.	10	-1%	.
CN(C)c1ccc(/C(=N\O)c2ccccc2)cc1	-2%	-6%	-12%	39	-3%	-10%
COc1ccc(CCn2nc(C)c([N+](=O)[O-])c2C)cc1	-5%	2%	-6%	14	-4%	-2%
CCc1nc2nc(C)c(NS(=O)(=O)c3ccc4c(c3)CCCC4)c(=O)n2[nH]1	-9%	-13%	10%	4	0%	5%
Cc1ccc(-c2ccc(=O)n(C(C)C(=O)Nc3ccccc3Cl)n2)cc1C (stereo unspecified)	.	26%	.	7	-1%	.
COc1cc(C(=O)NCC(=O)N/N=C/c2cccc(OC(=O)c3ccco3)c2)cc(OC)c1OC	-5%	1%	5%	-11	-6%	8%
CCOC(=O)C(C)n1nc(C)c2sc3ccccc3c2c1=O (stereo unspecified)	0%	0%	?	10	40µM*	7%
Cc1ccc(N(CC(=O)Nc2cc(C)cc(C)c2)S(=O)(=O)c2c(C)noc2C)cc1	-8%	-1%	?	-85*	-2%	0%
CCCNC(=O)CSc1n[nH]c(=O)n1CCc1ccccc1	4%	-4%	17%	-35	-2%	-6%
O=C(CN1C(=O)c2cccc([N+](=O)[O-])c2C1=O)N1CCN(S(=O)(=O)c2ccccc2)CC1	.	1%	-5%	3	-18%	-10%
Cc1csc(NC(=O)c2ccc(S(C)(=O)=O)cc2)n1	-5%	9%	-14%	44	-3%	-2%
CCS(=O)(=O)c1ccc(O)c(NC(=O)Nc2ccccc2)c1	4%	5%	10%	19	-36%	0%
C/C(=N/NC(=O)c1ccco1)c1ccc(NC(=O)c2ccc(F)cc2)cc1	-1%	-11%	?	66	-1%	26%

# Gathered by group, the entries above with an aryl methoxy group
SMILES	Giardia FBPA inh	AmpC detergent	HCV inhibitor	HCMV antiviral	Sm TGR block	AMA1 RON2 block
COc1ccc(C2N(S(=O)(=O)c3ccc(C)cc3)CCN2S(=O)(=O)c2ccc(C)cc2)cc1	0%	4%	-10%	-20	3%	-10%
COc1ccc(NC(=S)N(CCCN2CCCC2)Cc2cccn2Cc2ccc(Cl)cc2)cc1Cl	-16%	-3%	?	-79*	-13%	-29%
COc1ccc(S(=O)(=O)NCC2CCC(C(=O)NCc3cccnc3)CC2)cc1 (stereo unspecified)	9%	-9%	2%	-14	-2%	2%
COc1ccc(CCn2nc(C)c([N+](=O)[O-])c2C)cc1	-5%	2%	-6%	14	-4%	-2%
COc1cc(C(=O)NCC(=O)N/N=C/c2cccc(OC(=O)c3ccco3)c2)cc(OC)c1OC	-5%	1%	5%	-11	-6%	8%

# (continued)
SMILES	Giardia FBPA inh	AmpC detergent	HCV inhibitor	HCMV antiviral	Sm TGR block	AMA1 RON2 block
Cc1cc2nc3c(nc2cc1C)C1(C(=O)N(C)C)CCC3(C)C1(C)C (stereo unspecified)	3%	2%	9%	33	0%	12%
CCN(CC)S(=O)(=O)c1ccc(NC2CCCc3ccccc32)nc1 (stereo unspecified)	?	-6%	?	0	-21%	-8%
CC1CCN(C(=O)CN2C(=O)C(=O)N(C(C)C)C2=O)c2ccccc2S1 (stereo unspecified)	.	0%	10%	-16	-1%	4%
O=C(CSc1nnc(-c2cccc(S(=O)(=O)N3CCCCC3)c2)o1)NCCC1=CCCCC1	0%	?	12%	-37	-4%	45%[activator]
O=C(CSc1nnc(-c2ccc3c(c2)OCO3)o1)Nc1ncc(C(F)(F)F)cc1Cl	14%	0%	19%	15	.	91%[activator]
CCN1CCc2c(sc(NC(=O)c3ccc(S(=O)(=O)N(C)CC4CCCO4)cc3)c2C(N)=O)C1 (stereo unspecified)	.	2%	-28%	-2	6%	-6%
COc1ccccc1CCNC(=O)CSc1nnc2ccc(-c3ccncc3)nn12	1%	4%	-1%	6	5%	1%
COCCNC(=O)c1cccc(OC2CCN(Cc3ccccc3OC(F)F)CC2)c1	3%	-16%	-14%	-36	-28%	5%
COc1cccc(C(=O)Nc2nnc(CCS(=O)(=O)c3ccc(C)cc3)s2)c1	.	1%	7%	-30	3%	-10%
Cc1ccccc1OC(C)C(=O)N1CCN(c2ccccn2)CC1 (stereo unspecified)	.	-2%	-3%	10	-8%	-3%
O=C(Nc1c(F)cc(F)cc1F)c1cccn(Cc2ccccc2)c1=O	1%	?	-22%	-36	?	13%
O=C(OCc1ccccc1F)c1cnc(Cl)c(Cl)c1	-4%	-3%	-11%	-30	9%	26%
COc1ccc(CN=CC2=C(O)CNC2=O)cc1OC	1%	-2%	16%	8	4%	11%
COc1ccc(C2Nc3ccccc3C(=O)N2c2ccccc2)cc1COc1ccccn1 (stereo unspecified)	0%	-13%	-9%	20	?	0%
COCCN(C(=S)Nc1cc(C)ccc1C)C(C)c1cccnc1 (stereo unspecified)	-2%	-1%	-10%	-38	4%	-16%
CCOC(=O)n1c(=O)n(Cc2ccc(Cl)cc2Cl)c2ccccc21	12%	3%	-7%	-22	2%	4%
Cc1ccnc(NC(=O)c2cc(S(=O)(=O)NCc3ccccc3)ccc2C)c1	.	1%	-14%	-14	-2%	-11%
COc1ccccc1C(CNC(=O)c1ccc(C)c(S(=O)(=O)N2CCCCC2)c1)N1CCCC1 (stereo unspecified)	.	-2%	3%	-18	-25%	-1%
Cc1cc(C(=O)N/N=C/c2ccc(N(C)C)o2)cs1	.	-1%	14%	11	?	104%[activator]
CCN1CCN(CCNC(=O)c2ccc3c(c2)NC(=O)/C(=C\c2ccc(OC)c(OC)c2)S3)CC1	.	-5%	32µM*	-24	-10%	-12%
CCCCN1C(=O)CN(C2CCCCC2)C(=O)C1c1ccc(OC(C)C)c(OC)c1 (stereo unspecified)	.	5%	.	-10	4%	.
O=C(Cn1c(=S)[nH]c2ccccc2c1=O)N1CCc2ccccc2C1	-4%	-11%	-13%	-12	2%	-10%
Cn1c(=O)[nH]c(=O)c2c1nc1n2CCCN1Cc1ccccc1	1%	-14%	10%	1	1%	-9%
O=C1c2ccccc2C(Nc2ccc3c(c2)OCO3)N1Cc1ccc2c(c1)OCO2 (stereo unspecified)	?	4%	?	-25	-31%	-21%
O=c1cc(CSc2nc(NCc3ccc(Cl)cc3)c3ccccc3n2)nc2ccc(Cl)cn12	.	.	46%[activator]	-32	.	4%
CCOc1ccccc1N(C)C(=O)c1nn(-c2ccc(C)cc2)c(=O)c2c1c1ccccc1n2C	.	8%	.	11	6%	.
CC(=O)Nc1ccc(S(=O)(=O)N(C)CC(=O)N(C)Cc2sccc2C)cc1	.	14%	-9%	?	1%	2%[11.6 µM]
Cc1cccc(C)c1N=Cc1c(C(F)(F)F)[nH][nH]c1=O	-6%	?	-4%	-33	1%	22%
COc1ccc(NC(=O)CC2SC(N3CCOCC3)=NC2=O)c(OC)c1 (stereo unspecified)	.	3%	8%	18	1%	-2%
O=c1[nH]c2cc(Cl)c(Cl)cc2o1	.	.	16%	-5	.	-4%
COc1ccc(C(=O)C2CCCN(S(=O)(=O)c3cccnc3)C2)c(C)c1 (stereo unspecified)	2%	2%	-24%	6	?	-13%
Cc1nn(C(=O)c2ccc(Br)cc2)c(C)c1S(=O)(=O)N1CCOCC1	.	1%	.	18	?	.
O=c1c(Cc2ccccc2)c(O)ccn1C1CCCCCCC1	-12%	-7%	-11%	-16	-6%	0%
COc1ccccc1NC(=O)Cc1cccs1	-1%	-17%	-10%	-9	2%	0%
CCOC(=O)c1oc2ccccc2c1CN1CCOCC1	-14%	8%	-6%	0	13%	3%

# Compounds as they come (roughly 9.3% active in at least one column).
